Bioassay records (PubChem BioAssay)
APOBEC3G inh – APOBEC3G DNA deaminase inhibitors, primary screen, biochemical, fluorescence, single-stranded DNA substrate, uHTS. AID 493012, 2011. hit rate 0.28% among 330,000. recombinant A3G, ssDNA deamination FAM/TAMRA fluorescence. DNA dC->dU-editing enzyme APOBEC-3G (Homo sapiens), Q9HC16. inhibition, % at 20 µM;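 active means inhibition of at least 40% at 20 µM, with no more than 30% in the related APOBEC3A deaminase screen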;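 further: plate controls were DMSO wells with A3G for no effect and wells lacking A3G enzyme for full effect; some compounds called inactive have numbers as strong as hits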
Target sequence (Q9HC16 whole entry, looked up): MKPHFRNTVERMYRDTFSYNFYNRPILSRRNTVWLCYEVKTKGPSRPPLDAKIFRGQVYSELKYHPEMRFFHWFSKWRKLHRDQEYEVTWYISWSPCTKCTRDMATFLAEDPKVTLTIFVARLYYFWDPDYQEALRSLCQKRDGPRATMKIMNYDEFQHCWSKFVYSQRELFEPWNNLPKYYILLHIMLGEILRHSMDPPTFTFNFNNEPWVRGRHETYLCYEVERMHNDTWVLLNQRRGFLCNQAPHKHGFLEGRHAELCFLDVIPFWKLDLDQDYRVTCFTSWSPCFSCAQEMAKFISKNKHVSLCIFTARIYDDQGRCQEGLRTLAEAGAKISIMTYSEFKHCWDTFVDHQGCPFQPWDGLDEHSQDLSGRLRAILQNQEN
beta cell repl – inducers of MIN6 beta-cell proliferation, primary screen, ATP luminescence, uHTS; AID 2380, 2010; MIN6 cells proliferation, ATPlite luminescence, 48 h; cells starved in 0.2% serum; 100% = growth in 10% serum; proliferation, % at 10 µM; hit rate 0.29% among 330,000;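 active means compounds whose signal lies at least 3.5 SD above the mean of all wells on their plate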;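 further: 0% = DMSO-treated cells in low-serum medium and 100% = 10% serum control; some compounds called inactive have numbers as strong as hits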
hIAP block – human IAP inhibitors, primary screen, biochemical, luminescence, uHTS; purified IAP, CDP-Star luminescence, 30 min; hit rate 0.12% among 330,000; Intestinal-type alkaline phosphatase (Homo sapiens), P09923; inhibition, % at 10 µM;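 active means inhibition reaching a set limit with compound at 10 µM in the primary screen, cut at about 35% in these data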;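 further: plate controls were DMSO wells with enzyme for no effect and no-enzyme buffer wells for full effect; values of inactives mirror those of a sister screen read the other way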
mIAP block – inhibitors of mouse IAP, primary screen, biochemical, luminescence, uHTS; intestinal alkaline phosphatase [Mus musculus]; purified mouse IAP, CDP-Star luminescence, 30 min; inhibition, % at 10 µM; hit rate 0.2% among 330,000;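 active means inhibition of at least 40% at 10 µM in the primary screen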;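 further: plate controls were DMSO with enzyme for no effect and no enzyme wells for full effect; values of inactives mirror those of a sister screen read the other way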
A3A deaminase – APOBEC3A ssDNA deaminase inhibitors, primary screen, selectivity assay for APOBEC3G inhibitor project, biochemical, FAM/TAMRA oligo cleavage fluorescence. DNA dC->dU-editing enzyme APOBEC-3A (Homo sapiens), P31941. recombinant A3A, FAM/TAMRA ssDNA deamination fluorescence. inhibition, % at 20 µM. hit rate 0.41% among 330,000. AID 493011, 2011;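 active means at least 40% inhibition at 20 µM here, with at most 30% in a related deaminase screen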;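 further: plate controls were A3A with DMSO for no effect and wells lacking A3A enzyme for full effect; some results filed as inactive read as strong as hits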
Target sequence (P31941 whole entry, looked up): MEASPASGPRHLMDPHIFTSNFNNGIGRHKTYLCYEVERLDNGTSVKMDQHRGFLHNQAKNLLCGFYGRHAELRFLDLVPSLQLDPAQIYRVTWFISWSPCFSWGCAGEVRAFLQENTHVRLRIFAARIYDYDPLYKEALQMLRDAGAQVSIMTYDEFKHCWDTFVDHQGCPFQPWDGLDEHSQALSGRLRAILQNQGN
NR3A LBD binder – binders of NR3A ligand-binding domain, primary screen, biophysical, differential scanning fluorimetry, uHTS. AID 1259313, 2017. Tm shift relative to glycine control, % at 25 µM. Glutamate receptor ionotropic, NMDA 3A (GRIN3A) ligand-binding domain. hit rate 2.5% among 340,000. NR3A LBD differential scanning fluorimetry, Tm shift; 0% = protein alone, 100% = glycine-bound protein;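 active means melting temperature shift of at least 10% of the positive control shift, at one fixed dose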
mIAP activ – activators of mouse IAP, primary screen, biochemical, luminescence, uHTS; muIAP, CDP-Star luminescence, 30 min; stronger effect = higher value; 1 = vehicle-only enzyme signal, 0 = enzyme-free wells; activation factor at 10 µM; hit rate 0.24% among 330,000; AID 2805, 2010;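 active means activation factor of at least 2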; further: the source names both 10 and 20 µM as test concentration; values of inactives mirror those of a sister screen read the other way
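also added = chemiluminescent substrate CDP-Star | test system = mouse IAP enzyme | signal = chemiluminescence readout | compound = DMSO-dissolved test compounds | incubation = 30 min at room temperature | benchmarks = DMSO wells, no-enzyme wells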
MPTP inh – mitochondrial permeability transition pore inhibitors, primary screen, biochemical, isolated mouse mitochondria, absorbance; AID 602449, 2012; Ca2+ swelling absorbance, 30 min; hit rate 1.4% among 360,000; inhibition, % at 10 µM;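 active means inhibition of 50% or more, scaled per plate between neutral and stimulator controls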;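 further: 0% = DMSO wells given calcium and 100% = 1 mM EGTA wells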
hIAP activ – human IAP activators, primary screen, biochemical, luminescence, uHTS | purified human IAP, CDP-Star luminescence, 30 min; stronger effect = higher value; 1 = vehicle-only enzyme, 0 = enzyme-free background | Intestinal-type alkaline phosphatase (Homo sapiens), P09923 | activation factor at 10 µM | AID 2524, 2010 | hit rate 0.16% among 330,000;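 active means activation factor of the enzyme at least 2-fold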; further: the source names both 10 and 20 µM as test concentration; values of inactives mirror those of a sister screen read the other way
An asterisk follows results filed as active; nt = not tested or not shown.

smiles	MPTP inh	mIAP block	hIAP activ	NR3A LBD binder	A3A deaminase	APOBEC3G inh	hIAP block	mIAP activ	beta cell repl
CC(NC(=O)c1ccc(S(=O)(=O)Nc2ccccc2)cc1)c1ccc(S(N)(=O)=O)cc1 (centres undefined)	-0.8	-6	1.2	-1	-3	-7	-16	1.1	3
COc1ccccc1/C=C1\SC(=O)N(CCC(=O)N2CCCCC2CCO)C1=O (centres undefined)	1.2	1	1.1	-4	0	0	-10	0.99	-1
COc1cc(NS(=O)(=O)c2ccc(NC(=S)NC(=O)/C=C/c3ccc(OC)c(OC)c3)cc2)ncn1	-0.8	12	1.1	-4	-2	-6	-9	0.88	0
O=P(Cc1ccccc1O)(c1ccccc1)c1ccccc1	0.1	-5	0.97	-3	-4	-7	3	1.1	-4
Cc1ccc2c(c1)C(=O)CC1(CCC(C(C)(C)C)CC1)O2 (centres undefined)	-1.5	-1	0.89	5	-3	-10	11	1	2
Cc1cc(C(C)(C)C)oc1C(=O)O	2.3	-4	1	-2	-4	-11	0	1	0
Cc1cccc(OCC(O)CN2CCc3ccccc3C2)c1 (centres undefined)	-0.1	2	1	0	-1	0	0	0.98	1
Cc1ccc(C(=O)CN(CCC(=O)O)C(=O)c2ccncc2)cc1	-0.4	4	0.98	1	0	-5	2	0.95	-1
CCCc1cc(C(=O)N/N=C/c2cccn2C)cs1	-0.6	5	1.1	0	-7	-2	-10	0.95	4
Cc1ccc(NC(=O)CN(C)S(=O)(=O)c2cccs2)cc1C	-0.1	-20	0.96	7	2	-7	4	1.2	-3
COc1ccc(Cl)cc1NC(=O)CN(C1CCCCC1)S(C)(=O)=O	-0.5	7	1.1	0	-5	-5	-10	0.93	3
O=C(COC(=O)c1cccs1)NCc1ccccc1	-0.8	9	0.93	-1	5	-6	7	0.91	-1
Cc1ccccc1Nc1nc(N)nc(COC(=O)CCC(=O)c2ccc(F)cc2)n1	-0.1	4	1	0	5	-7	-2	0.96	-3
CSCC[C@H](NC(=O)OC(C)(C)C)C(=O)N/N=C/c1c(C)[nH]c(=O)[nH]c1=O	0.8	1	1.1	1	-3	-6	-9	0.99	6
C=C(C)CSc1nc2sc3c(c2c(=O)n1-c1ccc(OC)cc1)CCN(C)C3	nt	20	0.92	-1	0	0	8	0.8	-1
O=C1CC(C(=O)O)S/C(=N\N=C\c2ccc(Br)cc2)N1 (centres undefined)	-0.9	-1	0.94	-1	-2	-9	6	1	-1
CC(C)(C)c1cc(NC(=O)c2cccs2)no1	-0.7	2	0.86	0	-2	-3	14	0.98	-6
COc1ccccc1N1C(=O)CC(N2CCN(c3ccc([N+](=O)[O-])cc3)CC2)C1=O (centres undefined)	0.4	-2	0.96	0	3	-2	4	1	4
Cc1ccc(C)c(OCCC(=O)NNC(=O)Cn2nc(C)cc2C)c1	0.9	-3	1.3	-1	2	7	-34	1	0
COc1ccc(NS(=O)(=O)c2cc(NC(=O)Cc3cccs3)ccc2C)cc1	-0.6	-4	0.93	-1	0	-4	7	1	-1

(more compounds)
smiles	MPTP inh	mIAP block	hIAP activ	NR3A LBD binder	A3A deaminase	APOBEC3G inh	hIAP block	mIAP activ	beta cell repl
Cc1ccc(/C=N/N2CCN(c3ccccn3)CC2)o1	0.7	-4	0.99	2	-6	-4	0	1	-3
COCCNC(=O)C(c1ccc(OC)cc1)N(C(=O)Cn1nnc2ccccc21)c1cccnc1 (centres undefined)	-0.5	-9	1.1	0	-2	-3	-5	1.1	1
O=C(CNC(=O)c1ccco1)Nc1ccc(F)cc1	-0.1	-13	1.1	0	-5	-3	-8	1.1	3
CC(=O)c1cccc(NC(=O)c2cnn3ccccc23)c1	-1.6	6	0.92	0	-2	-6	8	0.94	-4
Cc1nc(CN2CCN(C(=O)NC3(c4ccccc4)CC3)CC2)cs1	-3.4	-10	0.94	0	4	0	6	1.1	0
N#Cc1nc(COc2ccccc2F)oc1NCCc1ccccc1	6.7	-12	0.95	-13	0	-1	5	1.1	-3
COc1ccc(CCNC(=S)Nc2ccc(C)cc2C)cc1	0.7	2	1.3	0	-3	-6	-28	0.98	-5
C#CCOCCOCCOCCNc1nc(N2CCN(C(=O)C(CCC(=O)O)n3cc(C(N)CC(C)C)nn3)CC2)nc(N2CCN(C(=O)C(Cc3cc4ccccc4[nH]3)n3cc(C(N)Cc4ccc(O)cc4)nn3)CC2)n1 (centres undefined)	-4.9	-7	0.95	1	-1	-8	5	1.1	8
CN(C)/C=C1\C(=O)N(c2ccc([N+](=O)[O-])cc2)N=C1c1ccccc1	2.1	2	1	-1	-6	-7	-1	0.98	-3
Cc1cc2c(cc(C(=O)OCC(=O)NCc3cccs3)n2C(C)C)o1	1.3	-5	0.92	-8	-5	-3	8	1	-2
CCNCC(=O)Nc1ccc(N2CCOCC2)cc1	-2.6	12	0.96	-2	-5	-17	4	0.88	2
O=C(OCC(=O)N1CCOCC1)c1c(Cl)ccc(Cl)c1Cl	0.2	-2	0.93	-1	-1	-9	7	1	5
Nc1nonc1-n1nnc(C(=O)N/N=C/c2ccccc2Cl)c1COc1ccc(F)cc1	8.6	13	0.86	23*	3	0	14	0.87	-2
CC(C)N=C(NS(=O)(=O)NC(=O)c1ccccc1)c1ccccc1	1.5	4	0.93	-1	1	-6	7	0.96	0
Cc1ccc(S(=O)(=O)N2CCN(C(=O)c3c(-c4ccccc4)noc3C)CC2)c(C)c1	0.3	-1	1	-2	-2	-5	-5	1	-2
COc1ccc(-c2cc(=O)oc3c(C)c(OCC(=O)NCC4CCC(C(=O)O)CC4)ccc23)cc1 (centres undefined)	4.4	9	0.89	-2	2	-6	12	0.91	1
CC1CC(C)CN(CCC(=O)Nc2ccc3c(c2)CCC3)C1 (centres undefined)	-1.6	-6	0.98	3	-1	-1	2	1.1	-1
Cc1ccc(OCCn2nc3ccccc3n2)c(C)c1	0.2	1	1.1	2	-6	-6	-10	0.99	-3
O=C(NCCCNC(=O)c1ccccc1Cl)c1cnccn1	-1.2	6	0.97	0	0	-4	2	0.94	3
CCCC(=O)Nc1nnc(/C=C/c2ccc(OC)cc2)s1	0.7	6	0.95	nt	-2	-8	5	0.94	2

Other structures:
smiles	MPTP inh	mIAP block	hIAP activ	NR3A LBD binder	A3A deaminase	APOBEC3G inh	hIAP block	mIAP activ	beta cell repl
CCC1CCCCN1CCCNC(=O)c1ccc2c(=O)n(CCOC)c(=O)[nH]c2c1 (centres undefined)	-0.7	3	1.1	-5	2	-3	-8	0.97	-2
CCCCNC(=O)Cn1cnc2ccc(S(=O)(=O)N3CCC(C)CC3)cc2c1=O	-1.0	7	0.95	-2	-1	-4	5	0.93	2
Cc1cc(C(=O)CN2C(=O)NC3(CCCCC3)C2=O)c(C)n1Cc1ccco1	0.5	9	0.96	-1	2	-7	4	0.91	-3
CCCCCCCCC(=O)N/N=C/c1cccc(Br)c1	5.2	10	1.1	-4	0	2	-13	0.9	-4
COc1ccc(CCN(C)C(=O)c2c(C)nn(-c3ccccc3)c2C)cc1OC	-0.6	-3	1.3	-1	0	-8	-25	1	1
O=C(Cn1c2[n+](c3ccc(C(F)(F)F)cc31)CCCCC2)c1cccc([N+](=O)[O-])c1	-3.4	-5	0.93	-2	-3	-4	7	1.1	2
Fc1ccc(Nc2nc(-c3ccncc3)nc3ccccc23)cc1F	71*	4	1.2	-4	0	1	-20	0.96	-4
CCOC(=O)COc1ncn(-c2ccccc2)n1	6.1	0	1	-1	-1	-1	-2	1	-3
CC1CCN(S(=O)(=O)c2cn(CC(=O)Nc3cccc(C#N)c3)cn2)CC1	1.3	-3	0.92	-9	-2	-5	8	1	-2

Copied from the listing, 13 compounds:
smiles	MPTP inh	mIAP block	hIAP activ	NR3A LBD binder	A3A deaminase	APOBEC3G inh	hIAP block	mIAP activ	beta cell repl
CC1CC(C)CN(CCC(=O)Nc2ccc3c(c2)CCC3)C1 (centres undefined)	-1.6	-6	0.98	3	-1	-1	2	1.1	-1
Cc1ccc(OCCn2nc3ccccc3n2)c(C)c1	0.2	1	1.1	2	-6	-6	-10	0.99	-3
O=C(NCCCNC(=O)c1ccccc1Cl)c1cnccn1	-1.2	6	0.97	0	0	-4	2	0.94	3
CCCC(=O)Nc1nnc(/C=C/c2ccc(OC)cc2)s1	0.7	6	0.95	nt	-2	-8	5	0.94	2
CCC1CCCCN1CCCNC(=O)c1ccc2c(=O)n(CCOC)c(=O)[nH]c2c1 (centres undefined)	-0.7	3	1.1	-5	2	-3	-8	0.97	-2
CCCCNC(=O)Cn1cnc2ccc(S(=O)(=O)N3CCC(C)CC3)cc2c1=O	-1.0	7	0.95	-2	-1	-4	5	0.93	2
Cc1cc(C(=O)CN2C(=O)NC3(CCCCC3)C2=O)c(C)n1Cc1ccco1	0.5	9	0.96	-1	2	-7	4	0.91	-3
CCCCCCCCC(=O)N/N=C/c1cccc(Br)c1	5.2	10	1.1	-4	0	2	-13	0.9	-4
COc1ccc(CCN(C)C(=O)c2c(C)nn(-c3ccccc3)c2C)cc1OC	-0.6	-3	1.3	-1	0	-8	-25	1	1
O=C(Cn1c2[n+](c3ccc(C(F)(F)F)cc31)CCCCC2)c1cccc([N+](=O)[O-])c1	-3.4	-5	0.93	-2	-3	-4	7	1.1	2
Fc1ccc(Nc2nc(-c3ccncc3)nc3ccccc23)cc1F	71*	4	1.2	-4	0	1	-20	0.96	-4
CCOC(=O)COc1ncn(-c2ccccc2)n1	6.1	0	1	-1	-1	-1	-2	1	-3
CC1CCN(S(=O)(=O)c2cn(CC(=O)Nc3cccc(C#N)c3)cn2)CC1	1.3	-3	0.92	-9	-2	-5	8	1	-2
